# Screening data: PubChem, PCMD
# CatB mixtures: human cathepsin B inhibition by mixtures. P07858. Purified cathepsin B, AMC dipeptide fluorescence, compound mixtures. inhibition, %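 (ten-compound pools at 5 µM per compound and 50 µM total)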. 62,000 compounds, 0.06% hits; in the data active = inhibition above about 22%, passing the limit was not always enough;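 note: 0% = enzyme without compound and 100% = no enzyme blank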
# C1s inh: human complement C1s inhibition. 62,000 compounds, 0.16% hits. purified C1s, fluorogenic AMC substrate, pooled mixtures. mean inhibition % of two 10-compound mixtures (stronger effect = higher value), % at 5 µM (by protocol). P09871;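 active = inhibition above 20% in each of the two 10-compound mixture wells holding the compound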;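 note: 0% = enzyme wells lacking compound mixture and 100% = no-enzyme blank wells; some compounds called inactive have numbers as strong as hits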
# Target sequence (P09871 16-437 limits assumed): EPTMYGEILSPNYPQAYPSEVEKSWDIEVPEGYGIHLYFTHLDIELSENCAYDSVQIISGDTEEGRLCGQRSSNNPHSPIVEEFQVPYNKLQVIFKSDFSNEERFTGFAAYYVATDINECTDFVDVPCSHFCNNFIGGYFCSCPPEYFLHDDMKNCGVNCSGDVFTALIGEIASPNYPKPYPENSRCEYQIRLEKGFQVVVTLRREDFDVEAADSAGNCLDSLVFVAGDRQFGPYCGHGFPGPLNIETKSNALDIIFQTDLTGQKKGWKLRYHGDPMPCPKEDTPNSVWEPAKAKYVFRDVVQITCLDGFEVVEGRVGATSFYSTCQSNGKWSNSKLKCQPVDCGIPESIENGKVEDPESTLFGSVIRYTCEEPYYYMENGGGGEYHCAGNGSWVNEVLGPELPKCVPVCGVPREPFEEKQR
# Target sequence (P09871 438-688 limits assumed): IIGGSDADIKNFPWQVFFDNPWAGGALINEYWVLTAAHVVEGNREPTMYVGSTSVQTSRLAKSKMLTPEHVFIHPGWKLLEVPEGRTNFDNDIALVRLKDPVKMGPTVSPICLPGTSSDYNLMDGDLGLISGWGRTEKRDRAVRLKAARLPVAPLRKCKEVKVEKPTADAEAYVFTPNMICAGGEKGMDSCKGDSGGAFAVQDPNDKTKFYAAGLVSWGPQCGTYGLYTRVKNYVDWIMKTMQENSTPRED
# FXIa inh mix: blocks human factor XIa in pooled compound mixtures; purified FXIa, fluorogenic substrate; inhibition, % at 5 µM; 62,000 compounds, 0.19% hits; in the data active = inhibition above about 20%, passing the limit was not always enough;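 note: each value is inhibition by a whole ten-compound pool holding the compound; 0% = enzyme with no mixture and 100% = wells lacking enzyme; strong numbers were not always called active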
# CatL block: inhibitors of human cathepsin L; P07711; purified cathepsin L, fluorogenic substrate, fluorescence; inhibition, %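 (tested at 10 µM)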; 58,000 compounds, 0.17% hits; in the data active = inhibition above about 45%;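 note: 0% = enzyme with no compound and 100% = no enzyme blank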
# Target sequence (P07711 114-288 limits assumed): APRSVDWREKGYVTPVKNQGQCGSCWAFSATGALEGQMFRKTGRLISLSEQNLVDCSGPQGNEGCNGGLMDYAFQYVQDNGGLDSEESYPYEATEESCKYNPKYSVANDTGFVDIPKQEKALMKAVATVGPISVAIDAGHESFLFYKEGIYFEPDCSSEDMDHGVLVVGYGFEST
# Target sequence (P07711 292-333 limits assumed): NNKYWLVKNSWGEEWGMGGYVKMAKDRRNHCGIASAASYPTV
# E coli RNAP: inhibitors of Escherichia coli RNA polymerase | 62,000 compounds, 0.2% hits | E. coli RNA polymerase, fluorescence transcription assay | inhibition, %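 (tested at 10 µM)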; in the data active = inhibition above about 20%;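 note: 0% = enzyme without compound and 100% = no enzyme blank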
# Cathepsin G inh: blocks human cathepsin G enzyme activity. P08311. purified enzyme, AMC-tetrapeptide fluorescence, pooled mixtures. inhibition, % at 5 µM (by protocol). 62,000 compounds, 0.2% hits. AID 581;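 active = inhibition above 20% in each of the two mixture wells holding the compound; inactive = inhibition of 20% or less in either well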;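 note: 0% = enzyme control without mixture and 100% = blank lacking enzyme; strong numbers were not always called active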
# AP ELISA ortho: alternative pathway complement inhibition, orthogonal assay; Human serum alternative complement pathway, LPS-coated ELISA, C3 deposition; tested in compound mixtures; inhibition, % at 5 µM; 62,000 compounds, 0.08% hits; AID 1235;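 active = inhibition above 30% in each of the two pooled mixtures holding the compound, so the lower value exceeds 30%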;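 note: 0% = serum in Mg-EGTA without compound and 100% = EDTA serum blank; some compounds past the cut are filed as inactive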
#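 Test system: human serum complement alternative pathway, C3 deposition onto LPS / Medium: Mg2+-EGTA GVB++ buffer containing human serum at 1:15 dilution / Probe or stimulus: Plate-bound LPS / Times: 1 h at 37 °C / Signal: ELISA with HRP anti-human C3 antibody, TMB substrate, absorbance 450 nm / Measure: percent inhibition / Repeats: two pool placements per compound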
# CatS inh: inhibitors of human cathepsin S | inhibition, %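 (tested at 5 µM per compound within 10-compound mixtures)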 | recombinant cathepsin S, AMC dipeptide fluorescence, pooled mixtures | 62,000 compounds, 0.06% hits | P25774 | AID 501; in the data active = inhibition above about 32%, passing the limit was not always enough;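 note: 0% = enzyme without compound and 100% = blank without enzyme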
# CatB block: blocks human cathepsin B protease activity; P07858; purified cathepsin B, fluorogenic substrate, fluorescence; inhibition, %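 (tested at 10 µM)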; 63,000 compounds, 0.1% hits; in the data active = inhibition above about 21%;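 note: 0% = enzyme with no compound and 100% = no enzyme blank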
# Starred values were filed as active, the others as inactive; · = no result given. The list is partial; rates above refer to the full screens.
SMILES,CatB mixtures,C1s inh,FXIa inh mix,CatL block,E coli RNAP,Cathepsin G inh,AP ELISA ortho,CatS inh,CatB block
Nc1nc2c3ccccc3nc(Cc3ccccc3)n2n1,1,3,4,2,1,8,26,-1,1
Cc1ccccc1CNc1nc(N)n(-c2ccccc2)n1,1,12,8,13,6,7,15,-2,4
CCOC(=O)C12CNC(=O)C(C(=O)OCC)(CNC1=O)C2,4,24,5,-2,3,14,10,0,-2
CCC(CC)C(=O)N1c2ccc(F)cc2CCC1C (centres undefined),0,-24,5,8,5,2,6,-6,2
CN(CC(=O)N1CCc2ccccc2C1)S(=O)(=O)c1ccc2c(c1)c(=O)n(C)c(=O)n2C,-1,-5,15,10,-3,-4,22,10,3
COc1ccc(C(CNC(=O)c2ccc(OCC3CCCO3)cc2)N2CCOCC2)cc1 (centres undefined),-10,-5,2,4,9,9,8,0,1
CN1C(=O)C(O)(c2sc(N)nc2-c2ccccc2)c2ccccc21 (centres undefined),4,16,6,·,8,11,10,-6,2
COc1ccccc1-c1nc2n(n1)C(c1ccc(Cl)cc1)C(C(N)=O)=C(C)N2 (centres undefined),4,11,8,-4,5,12,11,-5,6
CCOc1cccc2c1OC1(C)CC2NC(=O)N1c1ccc(OC)cc1 (centres undefined),4,14,21,9,7,53,11,5,2
CC(=O)NC1(c2ccccc2)CCN(C(=O)N2CCOCC2)CC1,4,-12,12,-8,-3,-1,8,-5,-5
CC(C)(C)c1cc(CCC(=O)N2CCNCC2)c(C(C)(C)C)cc1O,-9,3,-3,-1,4,9,7,-8,1
CCCN(CCC)CCCNC(=O)CC1Nc2ccccc2NC1=O (centres undefined),1,1,5,-2,-1,1,13,-1,0
Cc1cc(C(=O)N2CCN(C(c3ccccc3)c3ccccc3)CC2)on1,0,6,8,-2,4,5,17,-1,1
CCOc1cc(C(=O)N(C)Cc2cc3ccccc3[nH]c2=O)cc(OCC)c1OCC,3,16,9,8,7,0,3,-10,5
CCC(C)C(N)C(=O)NC(CCC(=O)OCc1ccccc1)C(N)=O (centres undefined),-2,-3,0,17,7,0,-7,10,-1
CCN1C(=S)SC(=O)C1=C1C=C(C)N(CCOC)C(C)=C1,0,-19,0,·,6,3,11,-13,6
CCOc1ccccc1NC(=O)CN(c1ccc(C)cc1)S(=O)(=O)c1c(C)n[nH]c1C,-1,-52,3,-8,-2,4,20,14,-2
Cn1c(=O)c2c(nc(Br)n2CCSc2nnnn2-c2ccccc2)n(C)c1=O,5,-2,2,-6,1,-1,0,1,3
COc1ccc(-c2nc(CSCC(=O)N3CCN(C4CCCCC4)CC3)c(C)o2)cc1OC,0,1,5,26,12,10,5,1,4
CC(=O)c1c(C)[nH]c(C(=O)NCCN2CCC(C)CC2)c1C,-1,-27,3,0,4,-2,19,-2,-7
CN(C)c1ccc(NC(=O)CN2CCN(S(=O)(=O)c3cc(Cl)ccc3Cl)CC2)cc1,-2,-2,8,3,-7,-3,-4,3,2
CCN(CC)S(=O)(=O)c1cccc2nsnc12,-3,-68,-5,0,2,-8,11,-18,-4
COC(=O)c1ccccc1NC(=O)CSc1nnc(Cc2ccc(Cl)cc2)o1,0,7,-1,-3,3,0,-3,1,-2
CN1CCN(CC(=O)N(Cc2c(C#N)c3ccccc3n2C)c2ccccc2)CC1,4,13,7,-4,·,8,13,5,0
COc1ccc(CN2C(=O)[C@@H]3C(c4ccccc4Cl)=NO[C@@H]3C2=O)cc1,4,15,4,2,4,11,13,-6,1
COCCn1c(C)nc2oc3ccc(Br)cc3c(=O)c2c1=O,0,0,11,-5,·,13,17,-6,0
CC1CCc2nc(NC(=O)CN3CCOCC3)sc2C1 (centres undefined),1,-7,0,-8,2,0,0,7,0
CCOc1ccc(N2CC(=O)Nc3ccccc3NCC2=O)cc1,2,-17,2,-7,-5,-13,-9,-8,1
O=C(O)c1cccc(N2C(=O)CCC2=O)c1,5,-19,6,0,9,-4,9,4,-4
c1cn2cc(CN3CCOCC3)nc2s1,1,-8,2,0,4,-2,8,-3,0
CCOC(=O)c1ccccc1NC(=O)Cn1cnc2c(oc3ccccc32)c1=O,1,-5,0,-1,7,-2,6,3,0
COc1ccc(NC2CCN(C3CC(=O)N(c4ccc(F)c(Cl)c4)C3=O)CC2)cc1 (centres undefined),4,18,9,-3,6,8,9,4,0
c1ccn2c(SCc3ccc4c(c3)OCCO4)nnc2c1,5,-3,2,1,0,-4,12,-2,-1
CC(C)NS(=O)(=O)c1ccc(OCC(=O)NCc2ccccc2)cc1,-2,-12,10,-2,1,16,6,-4,2
CC(=O)c1c(C)[nH]c(C(=O)NCc2cccs2)c1C,3,5,5,14,8,12,-1,2,0
O=C(Nc1ccc(Cl)cn1)c1ccc(COCC(F)(F)C(F)F)o1,-5,-33,-2,3,2,-4,5,0,0
Brc1ccc(OCCOCCN2CCOCC2)cc1,42,-28,1,24,14,6,1,35,·
Cc1nc2ncnn2c(N2CCCC(C(=O)Nc3ccc4c(c3)CCC4)C2)c1C (centres undefined),-5,-18,-2,·,10,4,-1,3,2
COc1cc(NC(=O)Cc2nn(C)c(=O)c3ccccc23)cc(OC)c1,2,-24,-5,2,6,-7,-2,-5,1
COc1ccc(-c2cc(C(F)(F)F)nc(N3CCOCC3)n2)cc1OC,2,-3,0,-4,2,-4,2,4,1

# Some entries already given, reduced to CatB block and AP ELISA ortho.
SMILES | CatB block | AP ELISA ortho
COc1cc(NC(=O)Cc2nn(C)c(=O)c3ccccc23)cc(OC)c1 | 1 | -2
COc1ccc(NC2CCN(C3CC(=O)N(c4ccc(F)c(Cl)c4)C3=O)CC2)cc1 (centres undefined) | 0 | 9
Nc1nc2c3ccccc3nc(Cc3ccccc3)n2n1 | 1 | 26
Cc1nc2ncnn2c(N2CCCC(C(=O)Nc3ccc4c(c3)CCC4)C2)c1C (centres undefined) | 2 | -1
Cn1c(=O)c2c(nc(Br)n2CCSc2nnnn2-c2ccccc2)n(C)c1=O | 3 | 0
CC1CCc2nc(NC(=O)CN3CCOCC3)sc2C1 (centres undefined) | 0 | 0
O=C(Nc1ccc(Cl)cn1)c1ccc(COCC(F)(F)C(F)F)o1 | 0 | 5

# (further entries)
SMILES,CatB mixtures,C1s inh,FXIa inh mix,CatL block,E coli RNAP,Cathepsin G inh,AP ELISA ortho,CatS inh,CatB block
CC1(O)CC(=O)N(c2ccccc2)O1 (centres undefined),0,1,2,1,3,-1,4,-4,-3
COC(=O)c1c(NC(=O)C2CC=CCC2C(=O)O)sc(C(N)=O)c1C (centres undefined),0,1,-2,-2,9,-1,-10,14,4
COc1ccc(N2C(=O)CCC(C(=O)NCc3ccccn3)C2c2ccc(OC)c(OC)c2)cc1 (centres undefined),5,0,3,-9,2,-2,12,-4,-4
Cc1csc(NC(=O)Nc2cccc(Cl)c2)n1,4,11,6,-10,5,11,8,3,0
O=C(NCCCN1CCOCC1)c1cc2cc(Br)ccc2oc1=O,-14,-249,-29,·,8,-17,4,-12,-1
Clc1ccc(-c2nnc(-c3ccco3)o2)cc1,-2,35,7,-4,-10,-5,11,-6,0
Cc1cc(C)nc(-n2nc(C)cc2NC(=O)c2ccc3c(c2)OCO3)n1,-3,-3,6,0,-3,1,12,8,0
O=C(CCN1C(=O)c2ccccc2C1=O)Nc1ccccn1,-2,14,1,29,5,7,-9,3,6
CCc1nnc(NC(=O)CSc2nccn2-c2cccc(C)c2C)s1,-2,13,4,11,9,9,3,4,4
Cc1ccc(N2C(=O)CC(NCc3ccc4c(c3)OCO4)C2=O)cc1Cl (centres undefined),2,1,1,-2,-4,9,24,-2,-6
CC(C)c1nc2oc3c(NCc4ccccn4)ncnc3c2c2c1COC(C)(C)C2,3,3,1,1,9,11,5,21,2
Cc1cc(NC(=O)CCC(=O)N(CCc2ccccc2)C(C(=O)NC2CCCC2)c2ccco2)no1 (centres undefined),0,-57,-21,3,1,-19,6,-15,3
COC(=O)c1ccc(C(=O)OC)c(NC(=O)CN2CCN(c3ccccc3OC)CC2)c1,5,-19,4,11,5,-2,-1,8,12
COc1ccc(-n2c(Cc3cccn3C)nnc2SCC(=O)Nc2ccccc2C)cc1,5,1,3,·,6,-1,14,4,0
CCC(C)Sc1nc2c(cnn2-c2ccccc2)c(=O)[nH]1 (centres undefined),-1,12,7,14,4,6,13,6,3
COc1ccc(-c2onc3ccc(Cl)cc23)cc1OC,0,-35,10,13,3,2,8,-4,5
COc1cc(NC(=O)c2cc(OC)c(OC)c(OC)c2)c(OC)cc1NC(=O)CN1CCCCC1,-7,27,26,-1,5,31,9,-1,2
COc1ccccc1N1CCN(C(=O)CCc2ccc(S(=O)(=O)NCC(C)C)cc2)CC1,7,0,7,-5,2,0,23,1,-6
Cc1cccn2c(=O)c3cc(C(=O)N4COCC4(C)C)n(C)c3nc12,2,-42,-8,-44,-6,6,12,1,5
CC(=O)c1sc(Nc2ccccn2)nc1C,0,5,4,22,3,27,13,0,5
O=C(OCC(=O)N1CCCCC1)c1c[nH]c(=O)[nH]c1=O,-1,2,11,0,8,4,1,12,0
Cc1nc(N)nc(C)c1Cc1ccccc1,4,-4,1,0,1,8,1,-5,-1
COc1ccc(-n2c(C)cc(C(=O)COc3ccc(-n4cnnn4)cc3)c2C)cc1,4,-17,4,2,4,8,27,5,2
Cc1ccccc1-c1nnn(CC(=O)c2ccc(S(=O)(=O)N3CCCC3)cc2)n1,5,3,-3,0,-1,6,11,10,2
CCOC(=O)c1c(C)c(C(=O)N2CCN(c3cccc(Cl)c3)CC2)c(C)n1C,1,2,-6,7,6,7,5,11,6

# For convenience, some entries already given.
SMILES,CatB mixtures,C1s inh,FXIa inh mix,CatL block,E coli RNAP,Cathepsin G inh,AP ELISA ortho,CatS inh,CatB block
O=C(OCC(=O)N1CCCCC1)c1c[nH]c(=O)[nH]c1=O,-1,2,11,0,8,4,1,12,0
Cc1nc(N)nc(C)c1Cc1ccccc1,4,-4,1,0,1,8,1,-5,-1
